Bioassay records deposited in PubChem by National Center for Advancing Translational Sciences (NCATS).
HttQ103 aggreg – qHTS Multiplex Assay to Identify Dual Action Probes in a Cell Model of Huntington: Aggregate Formation (GFP); PC12 HttQ103-GFP aggregates, Acumen cytometry, 40 h; Potency, µM (top dose mostly 46.1 µM), inactives show at the top dose activity change, negative = inhibition, actives largely listed as inhibitors; 1.1% of 220,000 active; also: potency is read from the fitted curve at half-maximal effect; % is scaled to controls: 0 for no effect and ±100 for the full control effect; nearly all actives have a fitted effect of over 60% in size
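Using laser scanning cytometry, GFP-positive aggregates were counted after lysis of PC12 cells induced with 100 nM tebufenozide to express HTT exon 1 Q103–GFP. Compounds were tested in titration.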
Luc counter – Counterscreen for Luciferase (Kinase-Glo TM) Inhibition. Potency, µM (series often up to 38.3 µM), without a hit: at the highest dose activity change, negative = inhibition, most hits filed as inhibitors. 0.28% of 200,000 active. Kinase-Glo luciferase, ATP luminescence, 8 min. Luciferin 4-monooxygenase (Photuris pensylvanica), Q27757; also: potency is read from the fitted curve at half-maximal effect; % is scaled to controls: 0 for no effect and ±100 for the full control effect; nearly all actives have a fitted effect of over 60% in size
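Light output from Kinase-Glo luciferase with luciferin and 10 uM ATP in 50 mM imidazole pH 7.2, KCl, MgCl2, Tween 20, BSA; compound pin-delivered, 8-min ambient incubation, then luminescence read.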
NPSR antag – qHTS Assay for Antagonists of the Neuropeptide S Receptor: cAMP Signal Transduction; AID 1461, 2008; CHO-NPSR cells, cAMP TR-FRET, antagonist mode; 1% of 220,000 active; Potency, µM (highest dose often 38.3 µM), inactives show at the highest dose activity change, negative = inhibition, actives largely listed as inhibitors; Q6W5P4; also: potency is read from the fitted curve at half-maximal effect; % is scaled to controls: 0 for no effect and ±100 for the full control effect; nearly all actives have a fitted effect of over 50% in size; many of its hits are not listed in these tables
CBFb-RUNX1 inh – qHTS Assay for Compounds Blocking the Interaction Between CBF-beta and RUNX1 for the Treatment of Acute Myeloid Leukemia; Runt-related transcription factor 1 (Homo sapiens) + Core-binding factor subunit beta …; AlphaScreen CBFb-His/RUNX1-biotin binding, biochemical; Potency, µM (top dose mostly 59.8 µM), inactives show at the highest dose activity, negative = inhibition, most hits filed as inhibitors; 230,000 tested, under 10 active; AID 1477, 2009; also: % of control where 0% means no effect
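CBFb-His/RUNX1-biotin, 30 nM each, preincubated 20 min RT; compound 15 min RT; Ni + streptavidin beads 50 ng each, 90 min RT; AlphaScreen read.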
L3MBTL1 inh – qHTS Assay for the Inhibitors of L3MBTL1; AlphaScreen L3MBTL1–H3K9me1 peptide binding; Potency, µM (series often up to 57.1 µM), for the others: at the highest dose activity, negative = inhibition, most hits filed as inhibitors; 0.66% of 230,000 active; AID 485360, 2010; also: potency is read from the fitted curve at half-maximal effect; % is scaled to controls: 0 for no effect and ±100 for the full control effect; nearly all actives have a fitted effect of over 60% in size
Target sequence (Q9Y468 whole entry, looked up): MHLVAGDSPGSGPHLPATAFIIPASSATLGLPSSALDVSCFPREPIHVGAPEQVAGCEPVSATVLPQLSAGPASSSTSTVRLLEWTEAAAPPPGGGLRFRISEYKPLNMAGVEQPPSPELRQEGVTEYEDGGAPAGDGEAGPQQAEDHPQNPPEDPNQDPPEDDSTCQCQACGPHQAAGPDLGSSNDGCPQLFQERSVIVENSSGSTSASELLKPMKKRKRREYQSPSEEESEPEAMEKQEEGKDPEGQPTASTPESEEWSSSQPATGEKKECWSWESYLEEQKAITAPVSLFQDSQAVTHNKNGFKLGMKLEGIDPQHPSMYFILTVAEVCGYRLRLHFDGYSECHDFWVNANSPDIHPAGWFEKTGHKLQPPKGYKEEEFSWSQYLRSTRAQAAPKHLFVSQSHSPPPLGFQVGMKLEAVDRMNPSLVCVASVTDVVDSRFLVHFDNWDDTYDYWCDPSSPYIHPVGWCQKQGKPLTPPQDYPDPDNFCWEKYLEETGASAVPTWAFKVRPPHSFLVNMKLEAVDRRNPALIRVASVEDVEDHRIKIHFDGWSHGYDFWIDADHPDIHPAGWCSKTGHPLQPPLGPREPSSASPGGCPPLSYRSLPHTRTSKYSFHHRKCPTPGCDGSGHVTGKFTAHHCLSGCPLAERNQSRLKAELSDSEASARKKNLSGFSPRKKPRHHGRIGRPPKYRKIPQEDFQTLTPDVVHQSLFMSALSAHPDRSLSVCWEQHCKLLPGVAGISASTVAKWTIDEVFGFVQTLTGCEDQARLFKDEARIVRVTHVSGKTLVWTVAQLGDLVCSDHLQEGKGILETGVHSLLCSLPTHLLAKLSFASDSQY
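L3MBTL1 50 nM + b-AHA-H3(1-15)K9me1 75 nM, 30 min RT; compound added, 30 min RT; streptavidin donor/Ni-chelate acceptor beads 10 ug/mL each final, 30 min RT dark; AlphaScreen read.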
IMPase Li inh – qHTS Assay for Identifying the Cell-Membrane Permeable IMPase Inhibitors: Potentiation with Lithium; CHO-M1 cells, IP1 TR-FRET (IP-One), carbachol + lithium; Potency, µM (top dose mostly 59.4 µM), inactives show top-dose activity, negative = IMPase inhibition, hits mostly inhibitors; 0.35% of 210,000 active; AID 1457, 2008;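 also: IP1 builds up when IMPase is blocked and the TR-FRET signal falls; potency is read from the fitted curve at half-maximal effect; plate controls were basal vehicle for no effect and high inhibitor control for full effect; nearly all actives have a fitted effect of over 50% in size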
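CHO cells stably expressing M1 receptor (2000/well, cultured 16–30 h) treated 30 min at 37C with compound plus low lithium. Cytosolic IP1 by TR-FRET (665/620 ratio and 620 channel) after 10 min lysis; AC50 by Hill fit.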
Epigenetic reg – Quantitative High-Throughput Screen for Regulators of Epigenetic Control | AID 1865, 2009 | murine LDR cells, GFP reporter derepression, 30 h | Potency, µM (doses to about 53.9 µM), for inactives: at the highest dose GFP activation, usual class: activators | 0.2% of 280,000 active; also: potency is read from the fitted curve at half-maximal effect; % of control where 0% means no effect; nearly all actives have a fitted effect of over 60% in size
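Murine LDR cells carrying a silenced, genomically integrated CMV-driven GFP reporter were exposed to compound for 30 hours at 37 C. After PBS washes, GFP-positive cells (20–120 um objects) were counted by laser-scanning microplate cytometry.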
The depositor's hits bear a star; ? = inconclusive; . = no result given; [ ] = another dose, or the depositor's remark. Calls follow the shape of the dose curve; as a rule, active = well fitted curve in the direction sought with a large enough effect; inconclusive = small, poorly fitted or top-dose-only effect, or another doubt; inactive = no such curve, though single readings can be large; an effect the other way counts as inactive or inconclusive. This is a subset, so the mix of outcomes need not match the whole.

SMILES	HttQ103 aggreg	Luc counter	NPSR antag	CBFb-RUNX1 inh	L3MBTL1 inh	IMPase Li inh	Epigenetic reg
O=C(Oc1c(-c2ccccc2)c(=O)n2c3c(cccc13)CC2)c1cccc([N+](=O)[O-])c1	-1%[9.22 µM]	.	7%	1%	16%	.	0.0%
N=c1c2c(n(Cc3ccc(Cl)c(Cl)c3)c3c1CCC3)CCCC2	-1%	.	-20%[46.1 µM]	-3%	-1%	.	-1.0%
CCSc1nnc(NS(=O)(=O)c2ccc(OC)cc2)s1	-26%	1%	-39%	10%	.	3%	-0.1%
CCN(CC)S(=O)(=O)c1ccc(OC)c(NC(=O)/C=C/c2ccco2)c1	?	.	-22%	-13%	0%	.	0.0%
CCC1(C)COC2(OC1)C(=O)Nc1ccccc12 (stereo unspecified)	-1%	0%	-2%[46.1 µM]	0%	-14%[11.4 µM]	1%[38.3 µM]	-1.2%
Cc1nnc2ccc(-c3ccc(NS(C)(=O)=O)cc3)nn12	6%[9.22 µM]	1%	22%	7%	3%	6%	0.3%
COC(=O)c1ccccc1Oc1nc(Cl)cc(OC)n1	-2%	3%	6%	-13%	3%	7%	-1.1%
O=c1ccnc(SCn2nnc3ccccc3c2=O)[nH]1	3%	-3%	-1%[46.1 µM]	5%	.	21%[38.3 µM]	-1.7%
Cc1cccc(NC(=S)NCC2CCCO2)c1 (stereo unspecified)	15%	-1%	-8%[46.1 µM]	0%	.	18%[38.3 µM]	0.7%
Cc1ccc(-c2cc(Cc3cccs3)c(=O)[nH]n2)cc1	-23%[9.22 µM]	.	4%	7%	.	.	-1.3%
O=C1CC(N2CCC(Cc3ccccc3)CC2)C(=O)N1CCc1ccccc1 (stereo unspecified)	-31%	-6%	-17%[46.1 µM]	-9%	.	28%[38.3 µM]	?
Cc1cccc(NS(=O)(=O)c2cccc3cccnc23)n1	-8%	1%	8%[46.1 µM]	-2%	7%	12%[38.3 µM]	-0.8%
CCC(=O)Nc1ccc(OCc2nc3ccccc3s2)cc1	8%	-26%	6%	-5%	.	-2%	10%
CCOC(=O)CSc1nc2ccc(NC(=O)CSc3nnnn3Cc3ccccc3)cc2s1	?	8%	?	4%	-21%	14%	2.3%
O=C(Nc1ccc2c(c1)OCO2)N1CCCc2ccccc21	?	.	-1%	-2%	-6%	.	3.6%
CCOC(=O)C1CCCN(Cc2nc(N)nc(Nc3ccc(C)cc3)n2)C1 (stereo unspecified)	-4%	2%	-8%[46.1 µM]	-7%	-4%[11.4 µM]	29%[38.3 µM]	0.0%
N=C1/C(=C/c2cccs2)C(=O)N=C2SN=C(SCc3ccccc3)N12	?	1%	11%[46.1 µM]	-3%	0%	0%[38.3 µM]	-1.1%
Cn1cc2cccc([N+](=O)[O-])c2n1	-12%	3%	6%	-9%	-4%	17%	-1.1%
CC(C)n1c(C(=O)OCC(=O)NCc2ccc3c(c2)OCO3)cc2sccc21	-23%	0%	-18%[46.1 µM]	-2%	-15%	5%[38.3 µM]	1.8%
Nc1nc(SCC(=O)NC2CCCCC2)[nH]c(=O)c1-c1ccccc1	8%	-3%	-7%[46.1 µM]	-1%	.	16%[38.3 µM]	-0.2%
CCOC(=O)c1ccc(CNCc2ccc(Br)cc2)cc1	-9%	3%	-13%	8%	29%	17%	0.0%
O=C(O)C1CCN(C(=O)c2ccccc2C(=O)N2CCC(C(=O)O)CC2)CC1	-4%[9.22 µM]	7%	0%[46.1 µM]	4%	.	21%[38.3 µM]	0.7%
O=C(CC1CCCC1)Nc1nnc(C2CC2)s1	-7%	-3%	2%[46.1 µM]	8%	0%	6%[38.3 µM]	-2.8%
O=C(c1ccco1)N(Cc1ccccc1)c1cccc([N+](=O)[O-])c1	?	5%	-26%	8%	.	7%	0.1%
CN(c1ccccc1)S(=O)(=O)c1ccc(NC(=S)NC(=O)C2CC2)cc1	6%	-4%	-34%	9%	-3%	8%	-1.3%
CCCCn1c(=O)nc2n(-c3ccc(OC)cc3)c3ccccc3cc-2c1=O	4%	3%	-45%	7%	?	?	-0.1%
c1ccc(OCc2nn3c(-c4n[nH]c5c4CCC5)nnc3s2)cc1	-12%	-3%	-8%[46.1 µM]	-2%	-14%	-16%[38.3 µM]	1.2%
O=C(Cn1cnnn1)Nc1cccc(S(=O)(=O)N2CCCCC2)c1	25%	-1%	6%	-9%	5%	8%	1.8%
CCC/C(O)=C1\C(=O)CCCC1=NCCc1c(C)[nH]c2ccc(C)cc12	-25%[9.22 µM]	.	-31%	-4%	?	.	0.0%
Cc1ccc(N2CCN(C(=O)NC3CCCCC3)CC2C)cc1 (stereo unspecified)	-1%[9.22 µM]	.	-18%	2%	.	.	-1.0%
COC(=O)Cc1c(C)c2ccc(OC(=O)c3ccccc3)cc2oc1=O	-8%	-9%	-16%[46.1 µM]	3%	.	2%[38.3 µM]	-1.0%
Cc1onc(-c2c(Cl)cccc2Cl)c1C(=O)Nc1ccc(Cl)cn1	2%[9.22 µM]	.	?	?	79%[activator]	.	-1.8%
Cc1ccc(N(C(=O)c2cccs2)C2C=CS(=O)(=O)C2)cc1 (stereo unspecified)	1%	1%	-9%[46.1 µM]	-3%	.	18%[38.3 µM]	1.9%
CCN(C(C)=O)c1nnc(CSc2nc3ccccc3s2)s1	-12%	1%	-11%[46.1 µM]	2%	.	15%[38.3 µM]	1.2%
O=C(COC(=O)CNC(=O)c1cccc([N+](=O)[O-])c1)NCc1ccco1	-2%	1%	8%	1%	.	-7%	0.9%
Cc1ccccc1Cn1c(C(C)O)nc2ccccc21 (stereo unspecified)	-13%	-2%	-9%[46.1 µM]	-2%	-1%	-10%[38.3 µM]	-1.2%
COc1ccc(CCC(=O)c2c(O)cc(OC3OC(CO)C(O)C(O)C3O[C@@H]3OC(C)C(O)C(O)C3O)cc2O)cc1O (stereo partly specified)	.	-8%	.	16%	.	5%	-1.3%
CC(=O)Nc1cccc(NC(=S)Nc2ccc(F)c(Cl)c2)c1	-4%[9.22 µM]	.	16%	10%	-6%	8%	-0.2%
CN1CCN(C(c2cccnc2)c2ccc3cccnc3c2O)CC1 (stereo unspecified)	?	-5%	-22%[46.1 µM]	4%	.	55%[activator][38.3 µM]	-1.0%
O=C1CC(N2CCSCC2)C(=O)N1c1cccc(Br)c1 (stereo unspecified)	12%	5%	5%	-13%	1%	27%	-1.3%
Nc1nc(Nc2ccccc2F)nc(NCc2ccccc2)c1[N+](=O)[O-]	12%[9.22 µM]	.	-31%	-3%	5%	.	2.1%
O=C(COC(=O)C1CC(O)CN1S(=O)(=O)c1ccc(Cl)cc1)c1ccccc1 (stereo unspecified)	-16%	0%	9%	4%	0%	4%	0.0%
COc1cc(O)c(C)c(O)c1	.	-4%	.	.	.	2%	0.5%
COc1ccc(CNS(=O)(=O)NCc2ccc(C)cc2)cc1	-1%	2%	6%	-9%	-12%	8%	-1.4%
CS(=O)(=O)N1N=C(c2cccs2)CC1c1ccccc1 (stereo unspecified)	-2%[9.22 µM]	.	14%	11%	0%	.	-0.7%
Cc1ccc(NC(=O)CCCN2C(=O)c3cccc4cccc(c34)C2=O)cc1	-28%	0%	5%	-5%	-3%	1%	4.3%
Cc1ccc(-c2nnc(SCc3nc4ccccc4[nH]3)n2Cc2ccco2)cc1	9%	-5%	-13%[46.1 µM]	-9%	-6%	19%[38.3 µM]	-0.4%
c1ccc(Cn2nnc3c(N4CCC5(CC4)OCCO5)ncnc32)cc1	5%	0%	2%	-3%	2%	8%	-0.1%
Cc1ccc(S(=O)(=O)N2CCN=C2c2ccccc2)cc1C	1%	5%	-4%[46.1 µM]	-1%	0%	0%	0.0%
COCCNC(=O)CNC(=O)c1nn(-c2ccc(OC)c(Cl)c2)c(=O)c2ccccc12	7%	1%	-3%[46.1 µM]	-6%	5%	-6%[38.3 µM]	-0.9%
CCCCC(=O)N(Cc1nc2sc(C)c(C)c2c(=O)[nH]1)C1CCCC1	14%[9.22 µM]	-1%	52%	2%	-40%	8%	2.1%
COc1ccccc1C(CCNS(=O)(=O)c1ccc(C)cc1)c1ccco1 (stereo unspecified)	?	4%	-36%	-4%	0%	19%	-1.0%
COCCN1C=C2C(=O)C(C)(OC(=O)CCC(=O)OC)C(=O)C=C2C=C1C1CC1 (stereo unspecified)	0%[9.22 µM]	-5%[7.66 µM]	14%	5%[13.1 µM]	.	-2%	-1.1%
Cc1ccc(CNC(=O)C2CC(c3ccccc3C(F)(F)F)=NO2)cc1 (stereo unspecified)	-24%[9.22 µM]	.	17%	18%	.	.	0.0%
Cc1ccc(C(=O)N/N=C/c2cccc(OC(=O)/C=C/c3ccco3)c2)cn1	17%[9.22 µM]	-2%	3%	?	32µM*	13%	1.0%
CCCN(CCC)c1ncnc2c1cnn2-c1ccc(OC)cc1	-10%	1%	-24%[46.1 µM]	11%	.	35%[38.3 µM]	-1.1%
CCCc1cc(-c2nc(N)ncc2-c2csc(C)n2)c(O)cc1OC	20%	0%	-32%	?	-15%	4%	-0.2%
Cc1ccccc1NC(=O)COC(=O)CNC(=O)c1sc2ccccc2c1Cl	-27%	-1%	-2%	9%	15%	-7%	-0.3%
COc1ccc(C(=O)N/C(=C\c2cccc([N+](=O)[O-])c2)C(=O)Nc2cccc(C(=O)O)c2)cc1	23%[9.22 µM]	1%	17%	3%	-4%	-6%	2.9%
COc1ccc(OC)c(/C=N/NC(=O)CCc2n[nH]c(=O)[nH]c2=O)c1	-13%	-2%	11%	-6%	.	-17%	-1.2%
COC(=O)c1c(NC(=O)CC2Sc3ccc(C(F)(F)F)cc3NC2=O)sc(C)c1C (stereo unspecified)	-2%	1%	6%	7%	7%	3%	-3.0%
CCOC(=O)C/C(C)=N/NC(=O)Nc1ccccc1	-4%	-2%	4%	-11%	-5%	-3%	-3.8%

Compounds listed so far that contain a COOH group, in the order listed:
SMILES	HttQ103 aggreg	Luc counter	NPSR antag	CBFb-RUNX1 inh	L3MBTL1 inh	IMPase Li inh	Epigenetic reg
O=C(O)C1CCN(C(=O)c2ccccc2C(=O)N2CCC(C(=O)O)CC2)CC1	-4%[9.22 µM]	7%	0%[46.1 µM]	4%	.	21%[38.3 µM]	0.7%
COc1ccc(C(=O)N/C(=C\c2cccc([N+](=O)[O-])c2)C(=O)Nc2cccc(C(=O)O)c2)cc1	23%[9.22 µM]	1%	17%	3%	-4%	-6%	2.9%
